Compound activity from PubChem BioAssay.
bovine MsrA act – bovine MsrA enzyme activators, primary screen, biochemical, absorbance, HTS; purified bovine MsrA, absorbance read-out; AID 602163, 2012; activation, % at 10.6 µM; actives 0.3% (n = 360,000); Methionine sulfoxide reductase A (Bos taurus); in the data active = activation above about 7.5%;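 note: 0% = vehicle and 100% = reference activator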
E coli Lon inh – inhibitors of E. coli Lon protease, primary screen, biochemical, fluorescence polarization | P0A9M0 | purified E. coli Lon protease | inhibition, % at 7.94 µM | actives 0.42% (n = 360,000) | AID 602123, 2011; in the data active = inhibition above about 13%, passing the limit was not always enough;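 note: 0% = enzyme with probe and DMSO and 100% = no enzyme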
FAS-TE inh – FAS thioesterase domain inhibitors, primary screen, biochemical, fluorescence intensity, uHTS; inhibition, % at 15 µM; AID 602261, 2012; recombinant FAS-TE, OMFH fluorogenic substrate, fluorescence endpoint; Fatty acid synthase (Homo sapiens), P49327; actives 0.67% (n = 360,000);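 active = compounds whose normalised, plate-corrected inhibition of enzyme fluorescence in the single-dose primary screen is 50% or more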;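 note: 0% = DMSO with enzyme and 100% = substrate without enzyme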
Neddyl block – inhibitors of cullin neddylation, primary screen, biochemical, TR-FRET, uHTS, NAE and Ubc12. NEDD8-conjugating enzyme Ubc12 (Homo sapiens) + NEDD8-activating enzyme E1 regulatory …. calls only at 25 µM. actives 0.58% (n = 360,000). AID 651699, 2012; in the data active = inhibition above about 36%
Rin1-Abl PPI inh – inhibitors of Rin1-Abl protein binding, primary screen, biochemical, TR-FRET; Tyrosine-protein kinase ABL1 (Homo sapiens) + Ras and Rab interactor 1 (Homo sapiens), …; inhibition, % at 7.35 µM; actives 0.4% (n = 360,000); AID 588664, 2011; in the data active = inhibition above about 5%, passing the limit was not always enough
MT1-MMP act inh – blockers of MT1-MMP proenzyme processing, primary screen, HT1080 RFP-PRO-GFP cells, GFP/RFP fluorescence; Matrix metalloproteinase-14 (Homo sapiens), P50281; GFP/RFP ratio fluorescence, overnight; percent of plate control window, DMSO zero; GFP/RFP ratio change, % at 20 µM; actives 0.061% (n = 360,000); AID 651647, 2012;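 active = GFP/RFP ratio change of at least 30% with cell ATP level not reduced by more than half and red fluorescence within 50% of control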; note: strong numbers were not always called active
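Assay system – RFP-PRO-GFP reporter HT1080 cells · Compound dosing – single dose of 20 µM compound, 1% DMSO final · Incubation – overnight compound exposure at 37 °C · Measure – GFP/RFP fluorescence ratio · Benchmarks – DMSO wells and RFP-L50D-GFP cells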
SKN-1 block – suppressors of acrylamide-induced Pgst-4::GFP reporter in worms, primary screen, SKN-1 inhibitor project, whole organism, uHTS, GFP/RFP fluorescence ratio, strain VP596 | C. elegans VP596 Pgst-4::GFP/RFP ratio, 24 h | inhibition, % at 21.8 µM | actives 0.49% (n = 360,000) | AID 624304, 2012;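 active = interference check ratio from 0.5 to 1.5 plus GFP to RFP signal ratio inhibition reaching or exceeding a fixed threshold, cut at about 30% in these data, passing the limit was not always enough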; note: some compounds called inactive have numbers as strong as hits
MLLE-PAM2 inh – inhibitors of PABP1 MLLE–PAM2 peptide binding, primary screen, biochemical, fluorescence polarization, FITC-PAM2, GST-MLLE; Polyadenylate-binding protein 1 (Homo sapiens), P11940; actives 0.36% (n = 360,000); inhibition, % at 20 µM; AID 588489, 2011; in the data active = inhibition above about 35%, passing the limit was not always enough;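 note: plate controls were DMSO wells with GST-MLLE for no effect and wells lacking GST-MLLE protein for full effect; some results filed as inactive read as strong as hits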
Target sequence (P11940 whole entry, looked up): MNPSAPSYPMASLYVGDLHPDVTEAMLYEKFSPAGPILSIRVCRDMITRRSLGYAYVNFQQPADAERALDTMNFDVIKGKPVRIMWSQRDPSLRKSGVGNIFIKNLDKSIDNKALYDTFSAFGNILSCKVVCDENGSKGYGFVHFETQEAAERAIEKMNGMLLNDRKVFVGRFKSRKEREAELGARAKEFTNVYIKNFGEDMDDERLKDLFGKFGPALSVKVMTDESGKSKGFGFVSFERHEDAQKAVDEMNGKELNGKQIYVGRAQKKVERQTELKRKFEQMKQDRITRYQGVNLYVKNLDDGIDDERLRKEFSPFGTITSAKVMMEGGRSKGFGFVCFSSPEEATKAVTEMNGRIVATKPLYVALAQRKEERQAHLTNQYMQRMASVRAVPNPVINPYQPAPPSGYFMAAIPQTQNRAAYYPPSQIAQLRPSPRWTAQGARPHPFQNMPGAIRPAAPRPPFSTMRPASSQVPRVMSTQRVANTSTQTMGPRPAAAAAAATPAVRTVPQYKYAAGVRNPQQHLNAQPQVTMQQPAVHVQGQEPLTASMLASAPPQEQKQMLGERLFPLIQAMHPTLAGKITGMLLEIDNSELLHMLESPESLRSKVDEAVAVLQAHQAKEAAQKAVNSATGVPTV
NRP1-CendR mod – modulators of CendR peptide binding to NRP-1, primary screen, biochemical, fluorescence polarization, uHTS; Neuropilin-1 (Homo sapiens), O14786; FAM-RPARPAR peptide binding to NRP-1; inhibition, % at 25 µM; actives 0.85% (n = 360,000); AID 602438, 2012;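 active = inhibition or corrected inhibition above about 18%, plus a signal ratio from 0.5 to 1.5, limit read from the data, passing the limit was not always enough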; note: strong numbers were not always called active
An asterisk follows results filed as active; i = inactive; . = not tested or not shown; + = active, no number.

SMILES	bovine MsrA act	E coli Lon inh	FAS-TE inh	Neddyl block	Rin1-Abl PPI inh	MT1-MMP act inh	SKN-1 block	MLLE-PAM2 inh	NRP1-CendR mod
CC(=O)OCCNc1cc(SCc2ccco2)c2nonc2c1[N+](=O)[O-]	-11	8	23	i	-6	6	11	37	27*
CN(Cc1ccc(Cl)c(Cl)c1)C(=O)c1[nH]c(C(F)(F)F)nc1-c1ccccc1	2	-5	7	i	2	-1	0	1	7
CCOC(=O)c1c(NCc2ccc3c(c2)OCO3)c2ccccc2[nH]c1=O	-4	-5	-10	i	-2	0	-4	6	-5
c1cnn2c(-c3ccc4c(c3)CCO4)cnc2c1	0	5	-5	.	-7	-9	7	-12	-7
C/C(CC(=O)Nc1ccc([N+](=O)[O-])cc1)=N/NC(=O)C1C2CCCCC21 (configuration not stated)	-3	1	41	i	-4	1	-10	4	7
O=C1NC[C@@H](CCCCN2C[C@H](Cc3ccc(O)cc3)N(Cc3ccccc3)C(=O)C2=O)N(CCc2ccc(O)cc2)C1=O	-3	2	-11	i	.	2	-4	.	14
CCCNC(=O)c1cccc(NC(=O)C(C)C)c1	-4	3	-10	i	-2	-1	1	-1	8
COC(=O)C(C)Oc1cc(OC(C)C(=O)OC)c2c(C)c(Cl)c(=O)oc2c1 (configuration not stated)	-6	-9	21	.	-4	-4	-5	3	8
COc1ccc(NS(=O)(=O)c2cc(NC(=O)COc3ccccc3F)ccc2OC)cc1	-10	5	16	i	3	7	1	6	-3
Cc1ccc(S(=O)(=O)N2C[C@H]3C(=O)C[C@@H]4C(=O)N(c5ccccc5)C(=O)[C@@H]4[C@@H]3C[C@H]2c2cccs2)cc1	-5	0	70*	i	1	4	3	9	6
CCNC(=S)NNc1nncc2ccccc12	-5	4	1	i	-5	1	-3	-10	-8
O=C(NCCO)/C(=C\c1ccc2c(c1)OCO2)NC(=O)c1ccc(Br)cc1	-5	6	-2	i	2	-1	7	14	-1
O=C(CSc1nc2ccccc2n1CC(=O)N1CCCC1)Nc1ccc2c(c1)OCO2	-2	8	-4	i	3	7	6	-4	4
CCc1nnc(NC(=O)CSc2nnc(-c3ccoc3C)n2CC(C)C)s1	0	2	-2	i	1	2	2	-14	8
CN(C)c1ccc(/C=N/NC(=O)c2ccco2)cc1	-3	3	-10	i	0	-1	6	-7	-2
CC1CN(C(=O)c2cccc(NS(=O)(=O)c3ccc(Br)cc3)c2)CC(C)O1 (configuration not stated)	1	-1	-3	i	0	-2	-4	-5	7
Cc1ccc(-n2ncc3c(NNC(=O)c4ccco4)ncnc32)cc1Cl	-2	-5	1	i	-4	3	10	-74	-7
CN1CCCC1c1cccnc1 (configuration not stated)	-1	-7	-2	i	3	1	13	-4	3
COc1ccc(C(CNC(=O)c2cc(C)on2)N(C)C)cc1 (configuration not stated)	-10	9	-4	i	0	0	3	-11	7
Cn1c(COc2ccccc2)nnc1SCC(=O)Nc1ccc2c(c1)OCO2	0	-10	-6	i	1	1	-4	-11	-6
Cc1c(C)c2ccc(OCC(=O)c3ccccc3)cc2oc1=O	-12	1	16	i	6	-5	-17	-8	9
CC(=O)c1ccc(OCC(=O)c2cc(C)n(-c3ccc4c(c3)OCO4)c2C)cc1	-1	0	4	i	1	-2	9	8	-5
COc1cccc(NC(=O)c2cc(Cl)nnc2Cl)c1	-5	-2	-1	i	3	-10	19	1	-2
O=C(Nc1ccc(F)cc1)c1cccnc1	-10	0	-7	i	-2	1	5	5	-3
O=C(CSc1nc(-c2ccco2)cc(C(F)(F)F)n1)Nc1ccc2c(c1)OCO2	-3	-1	14	i	-1	-16	7	1	-6
CCOC(=O)CCCCNC(=O)Nc1ccccc1	-4	4	-2	i	1	2	9	0	0
N#CCCN(Cc1ccccc1)C(=O)Nc1ccc2c(c1)CCO2	-5	1	-5	i	-4	2	3	13	1
C=CCOc1ccc(/C=N/NC(=O)C(=O)Nc2ccccn2)cc1OC	-3	-20	-16	i	6.5*	-1	-5	-3	-3
COc1ccc(NC(=O)COC(=O)CNC(=O)c2cccs2)cc1Cl	-1	-11	-5	i	-2	0	-2	-24	4
CSC1=NSC2=NC(=O)/C(=C\c3coc4ccccc4c3=O)C(=N)N12	-2	-360	-75	i	-5	-62	-30	i	122
O=C(NNC(=S)NC(=O)c1ccco1)c1ccc(NC(=O)c2ccccc2)cc1	0	7	0	i	1	1	2	-23	14
CCOP(=O)(OCC)c1nc(Cc2ccccc2)oc1NCc1ccccc1	-5	6	-1	i	-2	-1	-4	-5	-2
Fc1ccc(C2c3[nH]c4ccccc4c3CCN2Cc2ccoc2)cc1 (configuration not stated)	-4	0	7	.	-2	-12	-1	16	3
O=C1c2ccccc2C(=O)C1c1ccccn1	-5	4	-3	i	-14	-5	8	-1	-9
CC1(C)CC(=O)C2=C(C1)OC(N)=C(C#N)C2c1cn(-c2ccccc2)nc1-c1ccccc1 (configuration not stated)	1	-29	7	i	5	-2	-9	-21	-16
Nc1nonc1C(=O)NCCNCc1ccccc1OCc1ccc(F)cc1	0	-1	-4	i	-2	10	17	4	-9
Cc1ccc(OCC(=O)NCCc2c[nH]c3ccccc23)cc1	-2	4	2	i	2	2	1	4	2
CC(C)CN1C(=O)CSCC1(C)C(=O)NCc1ccccc1 (configuration not stated)	.	.	.	i	.	8	6	.	8
CCN(CC(=O)Nc1ccc(NC(C)=O)cc1)Cc1c(O)ccc2cc(Br)ccc12	-4	-6	2	i	-5	1	-12	28	-4
CN(C)S(=O)(=O)N1CCN(C(=O)N2CCOCC2)CC1	-4	-3	-5	i	-1	2	0	0	14
CC1CC(C)(C)C2=NCCN21 (configuration not stated)	1	8	-5	i	-2	2	-3	-1	7
CN(C)C(=S)NCc1ccccc1	-4	-7	-8	i	0	0	-24	-120	-12
Cc1ccc(NCc2nnc(SCC(=O)c3ccc4c(c3)OCCO4)o2)c(C)c1	-6	-5	-9	i	4	6	-8	12	1
CCc1ccccc1-n1nnnc1-c1cnccc1C(F)(F)F	-3	-4	4	i	1	-3	3	-8	6
CN(Cc1ccccc1)c1nccn2ccnc12	-7	3	-8	i	-7	10	7	1	10
CCc1nnc(NC(=O)CSc2ncnc3c2oc2ccccc23)s1	-3	-18	0	i	-57	3	-3	-5	-6
COc1ccc(C(=O)N/N=C2\CCS(=O)(=O)c3ccc(F)cc32)cc1OC	0	5	-4	i	-3	-4	1	-5	5
COc1ccccc1N(CC(=O)NC1CCCCC1C)S(=O)(=O)c1cccs1 (configuration not stated)	-1	3	-1	i	3	0	0	13	10

Twelve structures from above, sorted by SMILES length, low to high.
SMILES	bovine MsrA act	E coli Lon inh	FAS-TE inh	Neddyl block	Rin1-Abl PPI inh	MT1-MMP act inh	SKN-1 block	MLLE-PAM2 inh	NRP1-CendR mod
CC1CC(C)(C)C2=NCCN21 (configuration not stated)	1	8	-5	i	-2	2	-3	-1	7
CN(Cc1ccccc1)c1nccn2ccnc12	-7	3	-8	i	-7	10	7	1	10
O=C1c2ccccc2C(=O)C1c1ccccn1	-5	4	-3	i	-14	-5	8	-1	-9
CCc1ccccc1-n1nnnc1-c1cnccc1C(F)(F)F	-3	-4	4	i	1	-3	3	-8	6
CC(C)CN1C(=O)CSCC1(C)C(=O)NCc1ccccc1 (configuration not stated)	.	.	.	i	.	8	6	.	8
CN(C)S(=O)(=O)N1CCN(C(=O)N2CCOCC2)CC1	-4	-3	-5	i	-1	2	0	0	14
Nc1nonc1C(=O)NCCNCc1ccccc1OCc1ccc(F)cc1	0	-1	-4	i	-2	10	17	4	-9
COc1ccccc1N(CC(=O)NC1CCCCC1C)S(=O)(=O)c1cccs1 (configuration not stated)	-1	3	-1	i	3	0	0	13	10
Cc1ccc(NCc2nnc(SCC(=O)c3ccc4c(c3)OCCO4)o2)c(C)c1	-6	-5	-9	i	4	6	-8	12	1
COc1ccc(C(=O)N/N=C2\CCS(=O)(=O)c3ccc(F)cc32)cc1OC	0	5	-4	i	-3	-4	1	-5	5
CCN(CC(=O)Nc1ccc(NC(C)=O)cc1)Cc1c(O)ccc2cc(Br)ccc12	-4	-6	2	i	-5	1	-12	28	-4
CC1(C)CC(=O)C2=C(C1)OC(N)=C(C#N)C2c1cn(-c2ccccc2)nc1-c1ccccc1 (configuration not stated)	1	-29	7	i	5	-2	-9	-21	-16

More results follow:
SMILES	bovine MsrA act	E coli Lon inh	FAS-TE inh	Neddyl block	Rin1-Abl PPI inh	MT1-MMP act inh	SKN-1 block	MLLE-PAM2 inh	NRP1-CendR mod
N/C(=N\OC(=O)Nc1ccccc1)c1cccc(C(F)(F)F)c1	-6	-2	9	i	2	0	22	-11	7
CCOC(=O)c1ccc(N2C=C(C(=O)OC)C(c3cccc(O)c3)C(C(=O)OC)=C2)cc1	0	4	29	i	0	-10	-2	4	-5
COc1ccc(-c2csc3ncnc(N4CCN(c5ccccc5)CC4)c23)cc1	-3	11	29	i	0	-5	-12	2	1
COc1ccc(CC(=O)NCC2CCCN(Cc3ccc(OC(F)(F)F)cc3)C2)cc1 (configuration not stated)	-1	-2	-3	i	-1	-1	5	-7	3
COc1cccc(OC)c1C(=O)OCC(=O)Nc1cccnc1Cl	-11	4	4	i	-1	1	-1	13	8
CCCCOc1ccc(-c2nc(SCC(N)=O)n[nH]2)cc1	-3	-2	-5	i	-1	5	-7	-8	-10
CCc1ccc(NC(=O)CSc2nc3cc(C(=O)OC)ccc3c(=O)n2CC2CCCO2)cc1 (configuration not stated)	-2	-4	-13	i	-5	3	-11	4	-21
COc1cc(NC(=O)N2c3ccccc3Sc3ccccc32)c(C(=O)O)cc1OC	-1	-23	5	+	1	1	1	6	9
COc1ccc(CCNC(=O)CCc2nnc(Cc3ccc4c(c3)OCO4)o2)cc1	-5	3	0	i	0	2	-4	7	10
CCOc1ccc(S(=O)(=O)N2CCC(C(=O)NCC3CCCO3)CC2)cc1 (configuration not stated)	-3	-3	0	i	4	0	4	-3	9
O=C(CNC(=O)c1ccc2ccccc2c1)NCc1ccccc1F	-1	-5	0	i	1	1	-5	-4	17
CCN1C(=O)C(Cc2nc3ccccc3c(=O)n2-c2ccccc2)c2ccccc21 (configuration not stated)	-1	0	5	i	-5	1	-10	-5	-6
